Assay outcomes deposited in PubChem by The Scripps Research Institute Molecular Screening Center.
OX1R antag-1: antagonists of human orexin 1 receptor (OX1R). OX1R-expressing cells, FRET antagonist read-out. inhibition, % at 6.6 µM. 1.8% of 330,000 active. AID 485270; in the data active = inhibition mostly above about 38%, no sharp cut-off; inactive = mostly below about 40%;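 note: 0% = agonist challenge alone and 100% = reference antagonist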
Target sequence (O43613 whole entry, looked up): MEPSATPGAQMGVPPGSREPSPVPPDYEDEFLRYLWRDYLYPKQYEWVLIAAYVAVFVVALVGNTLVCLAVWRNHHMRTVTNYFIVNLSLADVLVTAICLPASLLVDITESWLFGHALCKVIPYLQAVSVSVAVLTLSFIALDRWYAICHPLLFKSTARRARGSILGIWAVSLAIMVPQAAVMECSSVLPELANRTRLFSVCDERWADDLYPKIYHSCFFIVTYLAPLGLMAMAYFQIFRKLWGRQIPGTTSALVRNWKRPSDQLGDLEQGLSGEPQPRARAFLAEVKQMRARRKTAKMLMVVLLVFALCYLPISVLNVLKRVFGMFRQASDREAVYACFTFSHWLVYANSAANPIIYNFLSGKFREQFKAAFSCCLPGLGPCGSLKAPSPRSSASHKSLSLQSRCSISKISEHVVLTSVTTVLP
OX1R antag-2: human HCRTR1 antagonism | AID 434989 | inhibition, % at 5 µM | O43613 | 0.43% of 330,000 active | CHO/OX1R cells, Fluo-8 calcium fluorescence, orexin A;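 active = inhibition above its plate's threshold, mean inhibition of all tested compounds on the plate plus 3 SD, cut at about 37% in these data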;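 note: 0% = orexin A challenge wells and 100% = SB-334867-A antagonist wells; not every result past the cut was called active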
* = called active by the depositor.

Molecule,OX1R antag-1,OX1R antag-2
Cc1ccc2nc(NC(=O)c3ccc(S(=O)(=O)N4CCCc5ccccc54)cc3)sc2c1,-13,-19
CCOCCCNC(=O)C1(O)c2ccccc2NC(=O)N1c1ccc(Cl)cc1 (stereo unspecified),4,-16
COc1ccccc1C(=O)NC(=O)COC(=O)CN1C(=O)NC(C)(C)C1=O,2,-12
COC(=O)c1cc(NC(=O)C2CCCN(S(=O)(=O)c3c(C)n[nH]c3C)C2)cc(C(=O)OC)c1 (stereo unspecified),8,-3
CN(C)S(=O)(=O)c1cccc(C(=O)Nc2ccccc2[N+](=O)[O-])c1,26,-19
CCN(CC)CCN1C(=O)C(=O)/C(=C(/O)c2ccc(OC(C)C)cc2)C1c1cccs1 (stereo unspecified),7,-40
CN1CCC(N(C)C(=O)c2cc(S(=O)(=O)N(C)c3ccccc3)ccc2Cl)CC1,4,-18
CC(=O)OCc1c(COC(C)=O)[n+](=O)c2ccccc2n1[O-],40,15
C=CCNC(=S)/N=c1/ccccn1Cc1ccccc1,14,-9
Cc1cc(N2CCOCC2)nc(-c2ccccc2O)n1,44,-30
CCOC(=O)Cc1nnc(NC(=O)C2CCCCC2)s1,3,-5
COc1ccc(CNC(=O)CCc2c(C)nc3ncnn3c2C)cc1,-2,0
O=C(Nc1nc(-c2ccc(Cl)s2)cs1)c1ccccc1,43,-30
O=C(Nc1ccc(Br)cc1)c1cc2ccccn2n1,35,-16
Cn1c(Cn2c(=O)sc3ccccc32)nnc1SCc1ccccc1,12,3
CCc1cccc(C)c1NC(=O)c1cc(C)oc1C,3,6
COc1ccc(-c2csc3ncn(-c4ccccc4)c(=O)c23)cc1OC,17,-5
O=C(Nc1ccccc1)c1oc2ccccc2c1NC(=O)C1CC1,43,-47
CCOc1ccc(C(=O)Nc2nnc(S(=O)(=O)N3CCCCC3)s2)cc1,4,-23
CCOP(=O)(OCC)/C(=N/OC(=O)c1cccc([N+](=O)[O-])c1)C(N)=O,6,-9
CCOc1ccccc1C(=O)N[C@H](C(=O)Nc1ccc(OC)c(S(=O)(=O)N2CCOCC2)c1)C(C)C,0,-32
COC(=O)c1ccccc1NC(=O)COC(=O)c1ccco1,10,-19
Cc1cc2ccccc2c(=O)n1CC(=O)N1CCN(c2cccc(Cl)c2)CC1,23,-10
O=C(Oc1cccc(-c2cnc3ccccc3n2)c1)c1ccco1,52,25
CCn1nnnc1NC(=O)c1cc(Cl)c(OC)c(Cl)c1,30,-9
COC(=O)c1ccc(N/C(C)=C/C(=O)c2ccc(C)o2)cc1,10,-17
COc1ccc(-c2nnc(NC(=O)c3cc(Cl)ccc3Cl)o2)cc1,26,-9
O=c1c2ccccc2c(C=NCc2ccccn2)c(O)n1-c1ccccc1,17,-14
Cc1onc(-c2ccccc2)c1C(=O)N(C)CC(=O)Nc1ccc(F)c(F)c1F,1,-19
Cc1[nH]c2c(C)cccc2c1CN1CCC(CO)(Cc2ccccc2)CC1,11,-12
Cc1c(NC(=O)CN2C(=O)c3ccccc3S2(=O)=O)c(=O)n(-c2ccccc2)n1C,-7,-23
COc1ccc(NC(=O)CS(=O)(=O)c2cn(CC(=O)N(C(C)C)C(C)C)c3ccccc23)c(OC)c1,3,-8
O=C(Cc1ccccc1)NC(NC(=S)Nc1cc(Cl)ccc1Cl)C(Cl)(Cl)Cl (stereo unspecified),11,-16
O=C(Cc1c(F)cccc1Cl)OCN1C(=O)c2ccccc2C1=O,9,-5
COC(=O)NCC(C)OC(=O)Nc1cccc(Cl)c1 (stereo unspecified),9,-8
CCN(CC)c1ccc(NC(=O)CCS(=O)(=O)c2ccc(Br)cc2)c(C)c1,12,-31
CCOc1ccc(OCCC(=O)NNC(=O)c2cc(OC)c(OC)c(OC)c2)cc1,14,-25
CCCC(=O)Nc1ccc(C(=O)N2CCCC2)cc1,13,7
CCCCCCCC(=O)NC(Nc1ccccc1OC)C(Cl)(Cl)Cl (stereo unspecified),30,52*
Cc1cc(C(=O)COC(=O)/C=C/c2ccco2)c(C)n1C,6,22
CCOc1ccccc1CN1CCN(CCCc2ccccc2)CC1CCO (stereo unspecified),18,-49
COc1ccc(C(=O)O)cc1N1C(=O)Nc2ccccc2N1O,4,-12
Cc1cc(C)c(NC(=O)C(C)OC(=O)c2cc(Br)c(Br)s2)c(C)c1 (stereo unspecified),24,-7
CCc1ccccc1NC(=O)Nn1cnnc1,2,-4
CCN(Cc1ccncc1)C(=O)CCc1nnc(CCC2CCCCC2)o1,8,-35
COc1cccc(NC(=O)CN(C)C(=O)CCCc2nc3ccccc3s2)c1,12,-26
O=C(CN1CCN(c2ccccc2)CC1)Nc1nnc(-c2ccccc2)s1,16,-17
COc1ccc(NS(=O)(=O)c2cc(NC(=O)CC(C)(C)C)ccc2N2CCCC2)cc1,13,-2
CSc1ncc(C(=O)Nc2ccccc2F)c(-c2ccccc2)n1,2,-37
C=CCn1c(SCC(=O)NCc2ccco2)nc2sc(C)c(C)c2c1=O,12,-32
Cc1cccc(N(C)S(=O)(=O)c2ccc(-c3cnc(C4CC4)o3)cc2)c1,6,-21
Fc1ccc(OCCCCCn2ccnc2)cc1,21,-14
COc1ccc(OC)c(C(c2nnnn2C2CCCC2)N2CCN(c3ccccc3)CC2)c1 (stereo unspecified),17,-13
O=C(O)c1c2c(nc3ccccc13)/C(=C/c1ccc(O)cc1)CCC2,12,9
COCc1cc(N2CCOCC2)nc(-c2ccccc2)n1,2,-12
Cc1ccc(C(=O)N/N=C\c2cccc(OC(=O)c3cccc(F)c3)c2)cn1,16,-19
Cc1ccc2nc(CSc3nnc(Nc4ccccc4C)s3)cc(=O)n2c1,21,-19
c1ccc(Cn2cc(-c3ccccc3)cn2)cc1,14,-9
COc1ccc(CC(=O)NCc2nnc(SCc3ccc(C)cc3)n2C)cc1,2,-19
CC(C)c1ccc(N(C(=O)c2ccco2)C(C(=O)NC2CCCC2)c2cccnc2)cc1 (stereo unspecified),6,-24

Following part.
Molecule,OX1R antag-1,OX1R antag-2
C=C(C)c1cc2c(ccc3ccc(=O)oc32)o1,75*,38
CC(=O)c1c(C)[nH]c(C(=O)OC(C)C(=O)Nc2ccc(C)c(S(=O)(=O)N3CCOCC3)c2)c1C (stereo unspecified),1,-29
COc1ccc(S(=O)(=O)N2CCCC2)cc1OC,5,1
CCC(C)Sc1nc2ccccc2c(=O)[nH]1 (stereo unspecified),8,-19
CCNC(=O)n1nccc1C(C)Oc1ccc(Cl)cc1 (stereo unspecified),16,-9
Cc1ccc(NC(=S)N2CCOCC2)c(C)c1,1,3
C#CCOCCOCCOCCNc1nc(N2CCN(C(=O)[C@H](CCCCN)n3cc(CN)nn3)CC2)nc(N2CCN(C(=O)[C@H](CCC(=O)O)n3cc([C@@H](N)CCSC)nn3)CC2)n1,1,-4
CSc1ncc(-c2ccccc2)cn1,1,-21
O=C(Cc1cccc2ccccc12)Nc1ccccc1Br,0,-2
CCn1c(SCC(=O)c2ccc3c(c2)Cc2ccccc2-3)nnc1-c1ccc(N)cc1,11,-24
CN1C(=O)C(C)(C)c2cc(S(=O)(=O)N3CCN(c4ccccc4)CC3)ccc21,21,-33
Cc1ccc(C)c(SCC(=O)NCC(c2ccco2)N2CCCCC2)c1 (stereo unspecified),18,-13
O=C(CSc1ccc(-c2ccccc2)nn1)NCc1ccco1,14,-13
OCCCCNCc1cc(Br)ccc1OCc1ccccc1F,8,-20
NS(=O)(=O)c1ccc(CNC(=O)c2ccc(Cl)c(S(=O)(=O)NCc3ccccc3)c2)cc1,5,-2

Part of the list above, reformatted:
OX1R antag-1	OX1R antag-2	SMILES
-13	-19	Cc1ccc2nc(NC(=O)c3ccc(S(=O)(=O)N4CCCc5ccccc54)cc3)sc2c1
4	-16	CCOCCCNC(=O)C1(O)c2ccccc2NC(=O)N1c1ccc(Cl)cc1 (stereo unspecified)
2	-12	COc1ccccc1C(=O)NC(=O)COC(=O)CN1C(=O)NC(C)(C)C1=O
8	-3	COC(=O)c1cc(NC(=O)C2CCCN(S(=O)(=O)c3c(C)n[nH]c3C)C2)cc(C(=O)OC)c1 (stereo unspecified)
26	-19	CN(C)S(=O)(=O)c1cccc(C(=O)Nc2ccccc2[N+](=O)[O-])c1
7	-40	CCN(CC)CCN1C(=O)C(=O)/C(=C(/O)c2ccc(OC(C)C)cc2)C1c1cccs1 (stereo unspecified)
4	-18	CN1CCC(N(C)C(=O)c2cc(S(=O)(=O)N(C)c3ccccc3)ccc2Cl)CC1
40	15	CC(=O)OCc1c(COC(C)=O)[n+](=O)c2ccccc2n1[O-]
14	-9	C=CCNC(=S)/N=c1/ccccn1Cc1ccccc1
44	-30	Cc1cc(N2CCOCC2)nc(-c2ccccc2O)n1
3	-5	CCOC(=O)Cc1nnc(NC(=O)C2CCCCC2)s1
-2	0	COc1ccc(CNC(=O)CCc2c(C)nc3ncnn3c2C)cc1
43	-30	O=C(Nc1nc(-c2ccc(Cl)s2)cs1)c1ccccc1
35	-16	O=C(Nc1ccc(Br)cc1)c1cc2ccccn2n1
12	3	Cn1c(Cn2c(=O)sc3ccccc32)nnc1SCc1ccccc1
3	6	CCc1cccc(C)c1NC(=O)c1cc(C)oc1C
17	-5	COc1ccc(-c2csc3ncn(-c4ccccc4)c(=O)c23)cc1OC
43	-47	O=C(Nc1ccccc1)c1oc2ccccc2c1NC(=O)C1CC1
4	-23	CCOc1ccc(C(=O)Nc2nnc(S(=O)(=O)N3CCCCC3)s2)cc1
6	-9	CCOP(=O)(OCC)/C(=N/OC(=O)c1cccc([N+](=O)[O-])c1)C(N)=O
0	-32	CCOc1ccccc1C(=O)N[C@H](C(=O)Nc1ccc(OC)c(S(=O)(=O)N2CCOCC2)c1)C(C)C
10	-19	COC(=O)c1ccccc1NC(=O)COC(=O)c1ccco1

Next records:
Molecule,OX1R antag-1,OX1R antag-2
O=C(CSc1nnc2ccccn12)NC(=O)NC1CCCC1,-1,8
O=C(O)c1ccc(-c2ccco2)n1Cc1ccccc1,14,2
NS(=O)(=O)c1ccc(NC(=O)CN2C(=O)C3C4C=CC(C4)C3C2=O)cc1 (stereo unspecified),20,8
O=C(Nc1c2c(nn1-c1ccccc1)CS(=O)(=O)C2)C1CCCC1,20,-8
Cc1nc2ccccc2c2c1C(=O)N(C1CCCCCCC1)C2=O,6,-21
Nc1ccc(Br)c2c1C(=O)c1ccccc1C2=O,35,-14
CC(C)Nc1nc(NC(C)C)nc(N(C)N)n1,12,-22
CC(=O)c1c(C)nn(C(C)CC(=O)O)c1C (stereo unspecified),-2,-6
COc1ccc(C)cc1N(C(=O)c1snc(C(N)=O)c1N)C(C(=O)NC1CCCC1)c1ccc(F)cc1 (stereo unspecified),13,-12
CCOc1ccc(NC(=S)N2CCC(NC(=O)c3ccco3)CC2)cc1,9,4
COc1cccc(NC(=O)CN(c2ccc([N+](=O)[O-])cc2)S(=O)(=O)c2ccccc2)c1,10,-2
CC1CCc2c(sc3nn[nH]c(=O)c23)C1 (stereo unspecified),5,-6
CCc1nn2c(=O)c(S(=O)(=O)Nc3cccc(F)c3)c(C)nc2s1,14,-12
O=C(CNc1cccc(S(=O)(=O)N2CCCC2)c1)Nc1ccc(F)cc1F,23,-30
CC1CN(S(=O)(=O)c2cccc(C(=O)Nc3ccc(S(=O)(=O)NC4=NCCCCC4)cc3)c2)CC(C)O1 (stereo unspecified),7,-25
COc1cc(NC(=S)NCCCN(C)C)c(OC)cc1NC(=O)c1ccco1,7,-5
C[C@H](CO)N1C[C@H](C)[C@@H](CN(C)S(=O)(=O)c2ccccc2)Oc2ccc(NC(=O)CCN3CCOCC3)cc2C1=O,3,1
O=C1c2ccccc2C(=O)N1CC(O)COc1ccc(Br)cc1 (stereo unspecified),7,-19
Cc1cccc(NC(=O)CNC(=O)COC(=O)CCS(=O)(=O)c2ccccc2)c1C,20,-14
Cc1cc(NC(=O)Cn2ccc([N+](=O)[O-])n2)no1,17,11
CCOC(=O)N1CCN(CC(=O)Nc2nnc(C(F)(F)F)s2)CC1,11,-6
